High-throughput results (PubChem)
PKM2 activator – qHTS Assay for Activators of Human Muscle isoform 2 Pyruvate Kinase; Potency, µM (top dose mostly 57.5 µM), inactives show top-dose activation, hits mostly activators; Pyruvate kinase PKM (Homo sapiens), P14618; purified PKM2, Kinase-Glo ATP luminescence, activation; response scale: 0% is enzyme alone, no compound; actives 0.34% (n = 260,000); note: potency is the fitted concentration of half-maximal effect; % is set by controls: 0 for no effect and ±100 for the full control effect; nearly all actives have a fitted effect of over 55% in size
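Purified hPK-M2 (>95% pure) converted ADP (0.1 mM final) to ATP with 0.5 mM PEP in 50 mM imidazole pH7.2, KCl, MgCl2, Tween 20, BSA; 1 h at room temperature. ATP detected by Kinase-Glo luminescence.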
ELG1 repair inh – qHTS screen for small molecules that inhibit ELG1-dependent DNA repair in human embryonic kidney (HEK293T) cells expressing luciferase-tagged ELG1. HEK293T ELG1-luciferase reporter, luminescence, 16 h; DNA damage induced by 5-fluorouridine. Potency, µM (highest dose often 46.1 µM), without a hit: top-dose activity change, negative = inhibition, most hits filed as inhibitors. actives 2.3% (n = 330,000). AID 504467, 2011; note: potency is the fitted concentration of half-maximal effect; % is set by controls: 0 for no effect and ±100 for the full control effect; nearly all actives have a fitted effect of over 55% in size
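Step one: seed 2,000 cells per well. Step two: pin-transfer compound or DMSO alongside 5-fluorouridine. Step three: incubate 16 hr, 37 °C, 5% CO2. Step four: add ONE-Glo, wait 30 min, read luminescence.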
Gal4-VP16 FLuc – VP16 counterscreen qHTS for inhibitors of ROR gamma transcriptional activity; Drosophila S2 Gal4-VP16 UAS-luciferase, luminescence, 20 h; Potency, µM (highest dose often 53.6 µM), inactives show at the top dose activity, negative = inhibition, most hits filed as inhibitors; actives 3.5% (n = 310,000); AID 2546, 2010;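 note: Gal4-VP16 expression switched on by copper sulfate through the metallothionein promoter; potency is the fitted concentration of half-maximal effect; % is set by controls: 0 for no effect and ±100 for the full control effect; nearly all actives have a fitted effect of over 50% in size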
Mito fusion yeast – qHTS Assay for Small Molecule Inhibitors of Mitochondrial Division or Activators of Mitochondrial Fusion; S. cerevisiae fusion-defective mutant growth rescue, CellTiterGlo 48 h; Potency, µM (doses to about 46.1 µM), for inactives: top-dose growth rescue (activation), most hits filed as activators; actives 0.23% (n = 320,000); AID 485298, 2010;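 note: potency is the fitted concentration of half-maximal effect; % of control where 0% means no effect; nearly all actives have a fitted effect of over 45% in size; temperature-sensitive fusion mutants such as fzo1-1 at 37 °C on non-fermentable ethanol glycerol medium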
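Read-out: ATP-based luminescence (CellTiterGlo, 10 min ambient) reporting growth of fusion-defective ts yeast after 48 hours at 37C on glycerol/ethanol YPEG medium in the presence of compound.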
KCNH2 3.1 block – qHTS for Inhibitors of KCHN2 3.1: Mutant qHTS; Potassium voltage-gated channel subfamily H member 2, brain isoform KCNH2 3.1 (human); U2OS KCNH2 3.1, thallium flux FluxOr; hits give low values; activity change, % (tested at about 1.8 µM); actives 0.95% (n = 340,000); AID 720553, 2013;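 active = maximum activity change below -70%; inconclusive = maximum activity change from -70% to -50%; inactive = maximum activity change above -50%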;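 note: thallium influx rate constant from kinetic fluorescence after stimulation buffer; % is set by controls: 0 for no effect and ±100 for the full control effect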
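Measured as rate of thallium-driven FluxOr signal in transduced U2OS cells carrying the 3.1 channel, read kinetically for 2 min upon stimulation; values are rate constants scaled to DMSO control wells.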
FLuc counter – qHTS profiling assay for firefly luciferase inhibitor/activator using purifed enzyme and Km concentrations of substrates (counterscreen for miR-21 project) | Potency, µM (doses to about 57.5 µM), for the others: at the highest dose activity change, negative = inhibition, hits mostly inhibitors | purified FLuc, Km substrates, luminescence inhibition | Luciferin 4-monooxygenase (Photinus pyralis), P08659 | actives 6.9% (n = 360,000);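 note: potency is the fitted concentration of half-maximal effect; plate controls were vehicle for no effect and reference inhibitor for full effect; nearly all actives have a fitted effect of over 55% in size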
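Purified P. pyralis luciferase, 10 nM final, with Km-level 10 uM D-luciferin and 10 uM ATP in 50 mM Tris acetate pH 7.5, 10 mM Mg acetate, 0.01% Tween-20, 0.05% BSA; 6-point qHTS titration about 60 µM downward; luminescence read.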
Menin MLL FP TR – qHTS Assay for Inhibitors Targeting the Menin-MLL Interaction in MLL Related Leukemias: Competition With Texas Red Labeled MLL-derived Mutant Peptide | O00255 | Menin + Texas Red MLL mutant peptide, fluorescence polarization | Potency, µM (top dose mostly 61.6 µM), inactives show top-dose FP activity change, negative = inhibition, usual class: inhibitors | actives 0.23% (n = 270,000) | AID 1768, 2009; active = well fitted inhibition curve with a large enough effect in the polarisation, with a control signal flat, not every such curve was filed as active; inconclusive = small, poorly fitted or top-dose-only effect, or effect the other way, or a change in a side signal; inactive = no such curve, though single readings can be large or run the other way; the % refers to the polarisation; note: potency is the fitted concentration of half-maximal effect; % of control where 0% means no effect; many of its hits are not listed in these tables
Target sequence (O00255 whole entry, looked up): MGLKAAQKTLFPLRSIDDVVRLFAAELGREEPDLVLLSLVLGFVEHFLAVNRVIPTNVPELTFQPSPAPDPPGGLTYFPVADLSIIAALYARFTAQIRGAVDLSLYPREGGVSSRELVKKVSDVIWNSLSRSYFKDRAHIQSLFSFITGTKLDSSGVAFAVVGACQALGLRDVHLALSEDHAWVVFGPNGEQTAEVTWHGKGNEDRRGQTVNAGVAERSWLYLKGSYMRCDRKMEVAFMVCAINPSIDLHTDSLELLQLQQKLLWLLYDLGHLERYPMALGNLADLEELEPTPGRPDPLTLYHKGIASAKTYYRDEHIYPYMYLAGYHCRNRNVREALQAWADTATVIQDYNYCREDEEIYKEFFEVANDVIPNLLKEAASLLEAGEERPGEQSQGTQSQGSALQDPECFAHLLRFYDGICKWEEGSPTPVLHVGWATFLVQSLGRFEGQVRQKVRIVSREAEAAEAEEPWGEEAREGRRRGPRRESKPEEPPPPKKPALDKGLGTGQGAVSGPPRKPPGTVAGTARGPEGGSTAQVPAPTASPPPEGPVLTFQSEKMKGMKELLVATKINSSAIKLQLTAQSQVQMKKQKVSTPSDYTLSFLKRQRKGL
Rab9 prom act – qHTS Assay for Rab9 Promoter Activators; Huh7 Rab9 promoter-luciferase reporter, luminescence, 24 h; Potency, µM (series often up to 9.22 µM), for inactives: top-dose activation, negative = inhibition, actives largely listed as activators; actives 2.8% (n = 320,000); AID 485297, 2010; note: potency is the fitted concentration of half-maximal effect; % of control where 0% means no effect; nearly all actives have a fitted effect of over 60% in size
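Rab9 promoter-driven luciferase in stably transfected Huh7 cells; 1500 cells/well rested 2 h, exposed to compound in DMSO for 24 h at 37 °C, 5% CO2. Luminescence read 10 min after adding luciferase reagent at ambient temperature.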
MBNL1-CUG inh – qHTS Assay for Inhibitors of MBNL1-poly(CUG) RNA binding | TR-FRET MBNL1-His/biotin-(CUG)12 binding, 665/545 ratio | Potency, µM (doses to about 57.5 µM), for inactives: top-dose activity change, negative = inhibition, most hits filed as inhibitors | actives 0.036% (n = 280,000) | AID 2675, 2010; active = well fitted inhibition curve with a large enough effect in the signal ratio, with a control signal flat, not every such curve was filed as active; inconclusive = small, poorly fitted or top-dose-only effect, or effect the other way, or a change in a side signal; inactive = no such curve, though single readings can be large or run the other way; the % refers to the signal ratio; note: potency is the fitted concentration of half-maximal effect; % is set by controls: 0 for no effect and ±100 for the full control effect
Target sequence (Q9NR56 whole entry, looked up): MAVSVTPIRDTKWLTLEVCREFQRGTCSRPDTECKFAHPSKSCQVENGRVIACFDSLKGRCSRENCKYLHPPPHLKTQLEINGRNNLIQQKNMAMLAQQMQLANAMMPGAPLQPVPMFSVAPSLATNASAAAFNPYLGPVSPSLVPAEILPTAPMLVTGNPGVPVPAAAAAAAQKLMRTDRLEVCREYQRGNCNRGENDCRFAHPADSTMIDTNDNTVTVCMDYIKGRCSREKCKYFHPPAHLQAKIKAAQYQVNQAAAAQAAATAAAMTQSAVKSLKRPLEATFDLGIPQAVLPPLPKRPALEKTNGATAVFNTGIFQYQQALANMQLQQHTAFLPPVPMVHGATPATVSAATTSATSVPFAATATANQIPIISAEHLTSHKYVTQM
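Compound titration spanned 92 nM–58 uM against the MBNL1-His/biotin-(CUG)12 complex. After 60 min at room temperature with 5 nM streptavidin-XL665 and 0.055 ng/ul terbium anti-His, ratiometric 665/545 nm emission (Ex 340 nm) normalized to controls.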
RORgamma inh – qHTS for inhibitors of ROR gamma transcriptional activity; Drosophila S2 Gal4-RORgamma UAS-luciferase reporter, 20 h; Potency, µM (highest dose often 53.6 µM), for the others: top-dose activity change, negative = inhibition, most hits filed as inhibitors; actives 5.4% (n = 310,000); AID 2551, 2010; note: potency is the fitted concentration of half-maximal effect; % is set by controls: 0 for no effect and ±100 for the full control effect; nearly all actives have a fitted effect of over 60% in size
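Stable Schneider cell line, Gal4 DNA-binding domain fused to ROR gamma, UAS-luciferase. Cmpd 1 hr RT → CuSO4 700 uM final → 20 hr RT → luciferase reagent 10 min → luminescence.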
NPC1 promoter act – qHTS Assay for NPC1 Promoter Activators. Huh7 NPC1 promoter luciferase reporter, 24 h. Potency, µM (series often up to 9.22 µM), for inactives: at the top dose activation, most hits filed as activators. actives 2.4% (n = 320,000);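 note: potency is the fitted concentration of half-maximal effect; % of control where 0% means no effect; nearly all actives have a fitted effect of over 60% in size; reporter is driven by a mutant NPC1 promoter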
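Luciferase expression driven by the NPC1 promoter was measured in stably transfected Huh7 cells after a 24 h compound incubation, using a luciferase reagent and a luminescence read.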
Numbers without * were called inactive; ? = inconclusive; · = no result given; [ ] = dose if it differs, or a comment. Unless noted, calls come from the whole dose curve; as a rule, active = well fitted curve in the direction sought with a large enough effect; inconclusive = small, poorly fitted or top-dose-only effect, or another doubt; inactive = no such curve, though single readings can be large; an effect the other way counts as inactive or inconclusive. Some of the compounds tested; the hit share may differ from the screen's.

SMILES	PKM2 activator	ELG1 repair inh	Gal4-VP16 FLuc	Mito fusion yeast	KCNH2 3.1 block	FLuc counter	Menin MLL FP TR	Rab9 prom act	MBNL1-CUG inh	RORgamma inh	NPC1 promoter act
COc1cc2c(cc1OC)C(=O)NCC(C)(C)O2	-3%	-5%	5%	-24%	8	2%	10%	0%	4%[11.5 µM]	-14%	-7%
C=CCN1C(=O)N/C(=C/c2ccc(N3CCOCC3)o2)C1=O	?	?	5µM*	-1%	·	-2%	1%	2%	32%[activator]	7.1µM*	-8%
COc1ccc(N(C)S(=O)(=O)c2ccc(Cl)c(C(=O)NNC(=O)c3ccccc3O)c2)cc1	·	-9%	·	4%	3	?	·	0%	·	·	0%
O=C(Nc1nnc(C2CC2)s1)c1cc2ccccc2o1	·	?	·	14%	-5	13µM*	·	3.5µM*	·	·	2.8µM*
c1ccc(CCNc2nc(-c3cccnc3)cs2)cc1	-6%	?	2%[0.365 µM]	1%	-3	15µM*	-1%	?	7%	31%	?
Clc1ccc(-c2csc(N3CCCCCC3)n2)cc1	1%[11.5 µM]	?	-7%	-11%	31	11µM*	26%	5%	2%	42%	5%
COc1ccc(N2CCN(S(=O)(=O)c3ccc4oc(=O)ccc4c3)CC2)cc1	·	23%	-6%	-1%	5	2%	·	0%	7%	12%	-2%
O=C(C[n+]1ccc(C(=O)N/N=C/c2ccc(O)cc2)cc1)c1ccccc1	5%	-3%	3%	6%	8	1%	8%	0%	?	-27%	-1%
Cc1cc(=O)oc(C)c1C(=O)N1CCN(C)CC1	-8%	-3%	2%	1%	0	0%	3%	-2%	0%	-14%	-2%
COc1ccccc1C1C(C(N)=O)=C(C)Nc2nc(-c3ccccc3Cl)nn21 (stereo unspecified)	0%	?	7%	-2%	-1	-1%	1%	-6%	6%	7%	-1%
CC(=O)c1cc2c(cc1NS(=O)(=O)c1ccc(C)cc1)OCCO2	-1%	-1%	0%	3%	-1	-1%	9%	-21%	0%	-39%	-13%
Cc1onc(-c2ccccc2Cl)c1C(=O)Nc1nnc(Cc2ccc(Cl)cc2)s1	0%	-6%	?	2%	-12	2%	-14%	3%	-4%	11µM*	4%
O=C(CSc1nc2ccsc2c(=O)n1NC(=O)c1ccccc1)Nc1nccs1	-16%	?	-2%	-4%	-2	-7%	0%	25%	2%	14%	12%
COC(=O)c1ccc(N2NC(=O)/C(=C/c3ccc(-c4ccc(Cl)c(C(=O)O)c4)o3)C2=O)cc1	-1%	-2%	-10%	-7%	10	11µM*	?	0%	5%	-21%	0%
c1coc(CNC2CCCCC2)c1	-6%	5%	-4%	1%	3	0%	-12%	1%	-5%	-5%	0%
O=C(CCN1C(=O)S/C(=C\c2ccccc2)C1=O)Nc1ccc(O)cc1C(=O)O	·	?	-6%	-1%	-1	?	·	4%	-25%	5%	-1%
O=C(NCC1OCCCN1S(=O)(=O)c1cc(F)ccc1F)C(=O)NC1CCCCC1 (stereo unspecified)	0%	13%	-2%	-4%	1	-2%	1%	3%	-12%	40%	1%
CSCCC(NC(=O)c1ccccc1)C(=O)NCCc1ccc2c(c1)OCCO2 (stereo unspecified)	·	3%	·	1%	-2	·	·	-2%	·	·	-4%
COc1cc(/C=C(\C#N)C(=O)Nc2ccccn2)ccc1O	7%	?	2%	-3%	-16	11µM*	4%	-2%	?	11%	-3%
Cc1ccccc1NC(=O)C1CCCN(c2ncnc3onc(-c4ccc(F)cc4)c23)C1 (stereo unspecified)	·	-11%	-3%	8%	-15	1%	-19%	-1%	-7%	3%	-3%
Cc1cccc(/C=C2\Sc3ccc(C(=O)NCC4CCCO4)cc3N(C)C2=O)c1 (stereo unspecified)	·	?	5%	10%	-14	-19%	·	-4%	?	11%	-5%
Cc1nc(N/N=C/c2ccccn2)sc1C	-76%	?	0.5µM*	1%	6	0.15µM*	2%	-41%[inhibitor]	?	0.11µM*	-30%[inhibitor]
O=C(O)c1ccc(-c2nc(-c3ccccc3)c(-c3ccccc3)[nH]2)cc1	1%	-3%	-11%	-9%	1	?	2%	-6%	15%	29%	1%
COc1ccc(NC(=O)CSc2nnc(C3CCCCC3)n2-c2ccccc2)cc1	2%	-6%	-5%	7%	-7	7%	-2%	7%	3%	36%	3%
C/C(=N\NC(=O)c1nnn(-c2nonc2N)c1COc1ccc(F)cc1)c1ccc(Cl)cc1	-2%	-1%	2%	0%	-1	1%	·	-2%	-9%	0%	2%
Cc1c(C)c2c(OCC(=O)NCCCO)cc3c(c2oc1=O)CCC(C)(C)O3	·	9%	4%	6%	10	0%	-21%	-4%	17%	-1%	-4%
COC(=O)c1ccccc1NC(=S)NC(C)=O	-4%	?	22%	-3%	-35	1%	11%	-3%	-4%	?	-1%
Fc1cccc(NCc2cn3ccccc3n2)c1	-1%	?	10%	3%	-12	9.5µM*	?	0.79µM*	-5%	21%	1.8µM*
COc1ccccc1N1CCN(C2CCN(S(=O)(=O)c3ccc(C)cc3)CC2)CC1	-8%	3%	2%	-11%	-10	0%	·	-2%	-11%	53%	-10%
COC(CNc1ncnc2sc(-c3ccccc3)cc12)OC	·	-4%	1%	-5%	-2	?	?	-1%[1.84 µM]	?	?	9%
O=C(NCC1CCCO1)c1cc(C(=O)C2CCCCC2)c[nH]1 (stereo unspecified)	6%	8%	7%	3%	8	6%	11%	0%	-8%	-24%	7%
Cc1ccccc1Nc1nnc(SCC(=O)Nc2ccccc2[N+](=O)[O-])s1	13%	?	-16%	11%	-15	-14%	?	18%	?	?	-1%
COc1ccc(CC2(CO)CCN(C(C)Cc3ccc(Cl)cc3)CC2)cc1 (stereo unspecified)	-1%	-15%	-13%	5%	-93*	0%	?	2%	-4%	0%	-2%
CC1CCC(N2CCN(c3ncccn3)CC2)C1 (stereo unspecified)	1%	2%	4%	1%	3	1%	-1%	3%	-2%	5%	0%
CCCCn1c(S(=O)(=O)O)nc2ccccc21	4%	10%	11%	3%	-15	3%	-4%	3%	?	12%	-6%
CCc1ccc(OCC(=O)Nc2ccncc2)cc1	1%	5%	3.5µM*	-1%	-14	11µM*	15%	2%	-2%	39%[1.91 µM]	0%
O=C(C[n+]1ccc2ccccc2c1)c1cccc2ccccc12	16%	?	0%	-5%	-2	-3%	3%	-1%	?	5%	-1%
O=C(Nc1ccc(F)c([N+](=O)[O-])c1)c1cccs1	5%	-11%	-2%	21%	4	-2%	?	4%	·	-14%	-10%
Cc1cccc2cc(CN(CC3CCCO3)C(c3nnnn3Cc3ccco3)C(C)C)c(=O)[nH]c12 (stereo unspecified)	5%	?	-2%	9%	7	2%	?	-1%	-4%	?	5%
Cc1cc(C)c(S(=O)(=O)NNC(=O)C2CCN(Cc3ccccc3)CC2)c(C)c1	-5%	-4%	-1%	2%	-7	3%	-18%	3%	-6%	7%	-1%
CSc1ccc(-c2sc(Nc3ccccc3)n[n+]2-c2ccccc2)cc1	-24%	3%	-10%	1%	-23	-17%	-24%	-5%	31%[activator]	-6%	4%
O=C1N(C2CCCC2)C[C@@H]2C[C@@H](c3cn[nH]c3-c3ccc(Cl)cc3)N3CCC[C@@]123	2%	11%	-9%	4%	5	-1%	-22%	-7%	-3%	21%	-7%
CCOC(=O)C1=C(C)N(C)C(=O)NC1c1ccccc1OC (stereo unspecified)	2%	28%	·	-4%	-2	2%	-17%	19%	-2%	-32%[0.365 µM]	13%
